Assay outcomes deposited in PubChem by Fisher Drug Discovery Resource Center.
mcGAS MS inh – inhibitors of Mus musculus cyclic GMP-AMP synthase, initial high-throughput assay, cell-free, RapidFire MS; Q8C6L5; inhibition, % at 12.5 µM; 130,000 compounds, 0.18% hits; recombinant mouse cGAS, cGAMP by RapidFire MS;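 active means inhibition of cGAS enzyme activity at or above 60%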;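 further: enzyme stimulated by 45 bp dsDNA with ATP and GTP substrates; cGAMP share of summed cGAMP plus half ATP and half GTP signals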
Target sequence (Q8C6L5 whole entry, looked up): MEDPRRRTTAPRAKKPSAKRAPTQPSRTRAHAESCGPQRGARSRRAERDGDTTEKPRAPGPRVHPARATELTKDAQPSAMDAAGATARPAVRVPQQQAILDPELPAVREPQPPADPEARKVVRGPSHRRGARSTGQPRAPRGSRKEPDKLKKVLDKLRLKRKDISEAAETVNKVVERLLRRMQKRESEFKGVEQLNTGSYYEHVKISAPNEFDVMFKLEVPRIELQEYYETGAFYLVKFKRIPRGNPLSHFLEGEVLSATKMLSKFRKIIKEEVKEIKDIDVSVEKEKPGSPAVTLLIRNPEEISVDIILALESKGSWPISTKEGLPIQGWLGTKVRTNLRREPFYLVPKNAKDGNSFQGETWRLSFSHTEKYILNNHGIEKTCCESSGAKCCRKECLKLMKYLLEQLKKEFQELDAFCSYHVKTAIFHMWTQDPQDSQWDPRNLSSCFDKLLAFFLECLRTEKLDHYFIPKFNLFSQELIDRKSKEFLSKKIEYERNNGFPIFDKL
* hit, by the source's call.

Structure	mcGAS MS inh
Cc1csc(NC(=O)CSc2nnc(C)n2-c2ccccc2)n1	-3.8
CN(Cc1cc2cc(F)ccc2[nH]1)Cc1nccn1C	-12.6
O=C(c1cc(-c2ccccc2)on1)N1CCCC(N2CCC(CO)CC2)C1 (centres undefined)	-7.6
CS(=O)(=O)C1(C(=O)Nc2cccnc2Cl)CCCC1	-6.9
CCNc1nc(NCC)nc(SCC(=O)c2ccc(OC)cc2)n1	6.9
CC(C)C(=O)N1N=C(c2ccccc2NS(C)(=O)=O)CC1c1ccccc1F (centres undefined)	-6.2
Cn1cccc1C(=O)c1ccc(Br)o1	-3.3
Cc1c(C(=O)N2CCCCC2CCn2ccnc2)cnn1-c1ccccn1 (centres undefined)	-12.2
O=C(NC1CCCCC1)c1cccn2c(=O)c3c4c(sc3nc12)CCCC4	-7.2
COc1cccc(CCNC(=O)CC2C(=O)NCCN2Cc2ccc3ccccc3c2)c1 (centres undefined)	2.3
OCC1(Cc2ccccc2)CCN(Cc2ccccc2C(F)(F)F)CC1	-12.0
O=C(N[C@@H]1c2ccccc2C2(CCNCC2)[C@H]1O)c1scc2c1OCCO2	-12.1
CN(Cc1n[nH]c2c1CCCC2)Cc1cc2ccccc2[nH]c1=O	-14.7
Cc1ccc(C(O)c2ncc(-c3ccc(C(F)(F)F)cc3)[nH]2)cc1F (centres undefined)	-8.8
O=C(c1ccc(-n2cnnc2)cc1Cl)N1CCCC(O)(CO)CC1 (centres undefined)	-8.7

Structural class, the compounds so far with fluorine (4)
Structure	mcGAS MS inh
CN(Cc1cc2cc(F)ccc2[nH]1)Cc1nccn1C	-12.6
CC(C)C(=O)N1N=C(c2ccccc2NS(C)(=O)=O)CC1c1ccccc1F (centres undefined)	-6.2
OCC1(Cc2ccccc2)CCN(Cc2ccccc2C(F)(F)F)CC1	-12.0
Cc1ccc(C(O)c2ncc(-c3ccc(C(F)(F)F)cc3)[nH]2)cc1F (centres undefined)	-8.8

Structures from the list above with a thiophene ring, fused or not (2):
Structure	mcGAS MS inh
O=C(NC1CCCCC1)c1cccn2c(=O)c3c4c(sc3nc12)CCCC4	-7.2
O=C(N[C@@H]1c2ccccc2C2(CCNCC2)[C@H]1O)c1scc2c1OCCO2	-12.1

Next results follow.
Structure	mcGAS MS inh
CCn1ccc(C(=O)N2CCN(c3nc4c(Cl)cccc4s3)CC2)n1	4.3
Cc1ccc(CN(CCN(C)C)C(=O)c2ccc[nH]c2=O)s1	-14.4
O=C1CC(c2cc3c(cc2Br)OCO3)c2cc3c(cc2N1)OCO3 (centres undefined)	-1.5
O=C(/C=C/c1cc(F)cc2c1OCOC2)N1CCOCC1	-4.6
Cc1ccc(NC(=O)C(C)(C)CCl)cc1N1CCCCC1=O	0.1
Cc1cccc(C(=O)Nc2ncc(CN3CCC(c4ccccc4)CC3)s2)c1	-8.0
COc1ccc(C(=O)OCCn2ccccc2=O)c(C)c1	-8.5
O=c1n(CCn2cncn2)nc(C2CCCNC2)n1-c1ccccc1 (centres undefined)	-11.7
COc1ccccc1-n1c(CNC(=O)c2cccs2)nnc1SCC(=O)Nc1ccccc1F	-11.1
Cc1c(C(C)NC(=O)c2cc(-c3cccn3C)n[nH]2)cnn1-c1ccccn1 (centres undefined)	1.3
Cc1nc(C)c(CC(=O)N2CCC3(CC2)CNC(=O)C3)s1	-9.3
COC(=O)CN1C(=O)NC2(CCN(C(=O)CCc3ccccc3O)CC2)C1=O	-0.8
O=C(COC(=O)c1ncc(Cl)c(Cl)c1Cl)NCCN1C(=O)CSC1=O	4.6
CCOc1cc(C(=O)NNC(=O)C2CCCCC2)ccc1OC(F)F	-0.1
Cc1ccc(-n2c(SCC(=O)N3CCCC3=O)nc3ccccc3c2=O)cc1C	2.3
CC(C)N1CCC(N2CCNCC2)CC1	-6.6
C#CCN(Cc1ccco1)C(=O)NCC(c1ccccc1OC)N1CCCC1 (centres undefined)	-3.9
COc1cccc(CN(C)C(=O)c2sc(=O)n(Cc3ccccc3OC)c2C)c1	-8.2
O=C(c1ccc(-c2cc(Cl)ccc2Cl)o1)N1CCN(S(=O)(=O)c2ccccc2)CC1	9.0
CSCCC(NS(=O)(=O)c1ccccc1F)C(=O)Nc1cc(C)ccn1 (centres undefined)	-33.0
O=C(CC(c1ccccc1)c1ccccc1F)NCCc1cccnc1 (centres undefined)	-7.9
NC(=O)c1cc(-c2cc(NCc3ccccn3)nc3[nH]ccc23)cs1	-22.2
O=C(NCCc1ccc(F)cc1)c1cc(=O)c(OCc2ccccc2)c[nH]1	-0.1
C=CCNc1ccccc1C(=O)N1CCN(CCS(C)(=O)=O)CC1	-16.6
COc1ccc(Nc2cc(C)nc(NCCNC(=O)c3cccs3)n2)cc1	-5.2
CN1C(=O)C2(CCN(C(=O)C(O)c3ccc(F)cc3)CC2)c2ccccc21 (centres undefined)	-32.5
CCN1CCN(C(c2cccnc2)c2c(O)cc(C)n(Cc3ccco3)c2=O)CC1 (centres undefined)	-12.4
O=C(CN1CCSC1=O)NN1C(=O)NC(c2ccccc2)(c2ccccc2)C1=O	-6.2
COC(=O)[C@H]1C[C@@H](O)CCN1C(=O)CCc1ccc(C)cc1	0.4
CCC(C)n1c(Cc2ccc(O)cc2)n[nH]c1=O (centres undefined)	-18.8
CNC(=O)CC(C)N(C)C(=O)c1[nH]c2c(C)ccc(C)c2c1C (centres undefined)	-25.0
CCc1ccc(C(=O)Nc2cccc(C(N)=O)c2C)cc1	-19.3
COc1cc(C)c(Cl)cc1S(=O)(=O)n1nc(C)cc1C	-6.1
CCS(=O)(=O)c1ncc(CN2CCOCC2)n1CCCc1ccccc1	-6.4
Cn1c(O)c(C(=O)CC2C=CCC2)c(=O)n(C)c1=O (centres undefined)	-3.3
O=C(NCCC(=O)N1CCN(c2nccs2)CC1)NC12CC3CC(CC(C3)C1)C2	-6.5
Cc1ccc(S(=O)(=O)N2CCN(CC(=O)NC3CC3)CC2)cc1C	-2.8
COc1ccccc1CCC(=O)Nc1ccc2c(c1)CN(C(=O)c1cc(C(C)C)[nH]n1)CC2	-1.9
O=C(CCc1ccccc1)N1CCN(C(C(=O)N2CCc3ccccc3C2)C2CCCC2)CC1 (centres undefined)	-6.7
COc1ccc(CNC(=O)NCC2CN(c3ccc4c(c3)OCO4)C(=O)O2)cc1 (centres undefined)	-9.0
CCc1ccccc1-c1cc(CO)ccn1	-22.6
CCCCn1c(CCNC(=O)C2CCCCC2)nc2ccccc21	-10.2
CCc1cc2c(=O)n3c(nc2s1)C(=Cc1cccc(OC)c1OC)CC3	1.3
CCNC(=S)NCCc1cc2ccc(C)cc2[nH]c1=O	8.5
COc1ccc(-c2csc(N(c3ccc(OC)cc3)C(C)C(=O)N3CCOCC3)n2)cc1 (centres undefined)	1.3

More entries
Molecule | mcGAS MS inh
O=C(CCCc1cn[nH]c1)N1CC2C[C@@H]3CC1C[C@H](C2)C3 | -17.3
CC(C(=O)N1CCN(CC(O)C(C)(C)C)CC1)n1ccnc1 (centres undefined) | -10.5
CN(Cc1cccc2cnccc12)c1cc(N2CCOCC2)nc(N)n1 | -19.1
COc1cccc2c1OC1(C)CC2C2C(=O)CC(C)(C)CC2=N1 (centres undefined) | -10.8
O=C(O)c1cc(-c2cccc3c2CCNC3)cs1 | -23.7
O=C1NCC(=O)N2CCN(C(=O)NCc3ccco3)CC12 (centres undefined) | -21.6
O=C1N(Cc2ccc(F)cc2F)c2ccc(F)cc2C12NCCS2 (centres undefined) | -9.1
O=C(CC1CSc2nccc(=O)n21)NCc1ccccn1 (centres undefined) | -3.3
C/C=C/C(=O)Nc1ccccc1-c1cccc(NC(C)=O)c1 | -16.5
CC(=O)Nc1cccc(OC(=O)N(c2ccccc2)c2ccccc2)c1 | -16.9
CNCc1ccccc1Sc1ccc(O)cc1 | -3.9
Cc1ccccc1SC1CCN(Cc2nc(CCC(C)C)no2)CC1 | -0.5
O=C(/C=C/c1cccs1)N1CC[C@@H](N2CCN(c3ccccc3F)CC2)[C@H](O)C1 | 3.8
CCOc1ccccc1C1C(C(N)=O)=C(C)Nc2nc(-c3cccs3)nn21 (centres undefined) | -2.2
CCOC(=O)C1(Cc2cccc(F)c2)CCN(Cc2ccncc2)CC1 | -0.5
COCCN(Cc1cnc(S(=O)(=O)C(C)C)n1Cc1ccccc1F)C(C)C | -4.4
Oc1oc(-c2ccccc2F)nc1C=Nc1cccc(C(F)(F)F)c1 | -13.5
N#CCn1c(=S)[nH]c2ccccc21 | -9.6
CC(=O)Nc1ccc(-c2ccc(S(C)(=O)=O)cc2)c2cccnc12 | -11.7
O=S(=O)(Nc1ccccc1Cl)C1=Cc2ccccc2CC1 | -3.5
CNC(=S)NN(C)c1cc(C)nc(C)n1 | -8.6
Cc1ccc(/C=N\NC(=O)CSc2nnc(-c3ccccc3)n2-c2ccccc2)o1 | -8.9
Cc1ccc(C(=O)N2CCC(n3nccc3NC(=O)Nc3ccccc3C)CC2)s1 | -2.5
Cc1ccc(CNc2nc(N)c([N+](=O)[O-])c(NCC3CCCO3)n2)cc1 (centres undefined) | -13.2
Cc1nc(CNC(=O)c2sccc2OC(F)F)cs1 | -7.7
COc1cc(C)ccc1Oc1ccc(NC(=O)C2CCCN2C(=O)OC(C)(C)C)cn1 (centres undefined) | -1.9
Cc1ccccc1-c1ncc(CN2CCCC(C(=O)c3sccc3C)C2)cn1 (centres undefined) | -6.4
CC1CCN(CCCNC(=O)c2ccc(-c3nnc(-c4ccccc4)o3)cc2)CC1 | -13.4
COC(=O)N1CCc2nn(Cc3ccc(C(C)(C)C)cc3)c(=O)cc2C1 | 0.3
Cc1c(C(=O)NS(=O)(=O)c2ccc(C#N)cc2)oc2c1C(=O)CCC2 | -4.8
CCCc1cc(=O)[nH]c(SCC(=O)N(C)CC(=O)Nc2ccc(F)cc2)n1 | -5.0
COc1cccc(-c2nc(-c3ccc(C#N)cc3)cs2)c1OC | 1.5
O=[N+]([O-])c1ccc(-c2nnc3c4ccccc4nc(Cl)n23)cc1 | 0.1
CN(CCc1ccccn1)C(=O)CCC1CCCN(C(=O)c2cc3sccc3[nH]2)C1 (centres undefined) | -12.9
C[C@]12CCC(=O)C=C1CC[C@@H]1[C@@H]2C(=O)C[C@@]2(C)[C@H]1CC[C@]2(O)C(=O)CO | -5.6
CCN(CC(=O)N(C)C)C(=O)C1(C)CC1(Cl)Cl (centres undefined) | 1.5
COc1ccc(OC)c(NC(=O)C2CC=CCC2C(=O)N2CCC(C#N)(c3ccccc3)CC2)c1 (centres undefined) | 1.0
COc1cccc(CN2C(=O)NC(C)(C3CCN(C(=O)CC(C)C)CC3)C2=O)c1OC (centres undefined) | -6.4
CCC1(C)N=c2c(c(=O)n(C)c(=O)n2C)=NO1 (centres undefined) | -1.0
CC(=CC(=O)O)C1CCCCC1 | 2.1
Cc1ccc(C)c(NC(=O)C2CCCN(C(=O)c3ccoc3)C2)c1 (centres undefined) | -19.6
CNc1cccc(-c2cccc(C(=O)N3CCOCC3)c2)n1 | -4.6
COc1nccnc1-c1cccc(C(C)N2CCCC2)c1 (centres undefined) | -19.8
CC1(CCC(=O)N2CCCC(N3CCN(c4ccc(F)cc4)CC3)C2)CC1 (centres undefined) | -2.7
Cc1ccc(C(=O)CSc2nnc(Cc3cccs3)n2C2CC2)s1 | -2.6
O=NN(CCCl)C(=O)NC1CCCCC1 | -2.3
Cc1ccc(CN(CCc2ccccc2)C(=O)Cn2ccc(=O)[nH]c2=O)s1 | -4.0
Cc1cc(C(C)(C)C)cc(C)c1COC(=O)CNC(=O)c1cccs1 | -0.8
CCOC(=O)c1ccc2c(c1)N(Cc1cc(Cl)ccc1OC)C(=O)C(C)S2 (centres undefined) | -7.0
Cc1cc(C(=O)N(C)Cc2snnc2C)nc(C)n1 | -9.4

4 compounds out of the list, sorted by count of non-hydrogen atoms, rising.
Molecule | mcGAS MS inh
COc1nccnc1-c1cccc(C(C)N2CCCC2)c1 (centres undefined) | -19.8
Cc1ccc(C(=O)CSc2nnc(Cc3cccs3)n2C2CC2)s1 | -2.6
Cc1cc(C(C)(C)C)cc(C)c1COC(=O)CNC(=O)c1cccs1 | -0.8
CC1(CCC(=O)N2CCCC(N3CCN(c4ccc(F)cc4)CC3)C2)CC1 (centres undefined) | -2.7

Carrying on:
Molecule | mcGAS MS inh
Cc1ccc(CC23CN4CC(CN(C4)C2)C3=O)c(C)c1 | -4.9
CCCC1(C)NC(=O)N(CCC2CCCCN2C)C1=O (centres undefined) | -9.6
C=CCNC(=O)c1cc2c(=O)n3cccc(C)c3nc2n1C | -6.3
O=C1NCC(c2ccc(Cl)cc2)Cc2[nH]c(Cc3cccnc3)nc21 (centres undefined) | -5.8
Cc1c(Br)cccc1C(=O)NC1CCN(C(N)=O)CC1 | -3.2
CN(CCc1cnn(C)c1)C(=O)C1CCN(c2nc(-c3ccccc3)nc3c2CCC3)CC1 | -0.3
NC1(CNS(=O)(=O)c2cc(Cl)sc2Cl)CCCCC1 | 1.9
COc1cccc(N2CC(C)Cn3c2nc2c3c(=O)n(CC(C)C)c(=O)n2C)c1 (centres undefined) | -8.0
COc1cccc(N2CCN(Cc3cn[nH]c3C(=O)O)C(C)C2=O)c1 (centres undefined) | 1.8
CCc1nc(N)c(C#N)c(-c2cccs2)c1C | 9.4
CN1CCC(N(C)P2(=O)C=C(c3ccccc3)SC(c3ccccc3)=C2)CC1 | -5.6
COC(=O)c1ccc(CSc2ccc(NC(=O)c3ccco3)nn2)o1 | -5.2
CCC(CO)NC(=O)CN1CCN(c2ccc3c(c2)OCCO3)C1=O (centres undefined) | -4.4
CC(NC(=O)c1csc2c1CCCC2)c1nnc2n1CCC2 (centres undefined) | -5.1
CC1CCc2ccc(F)cc2N1S(=O)(=O)c1cccs1 (centres undefined) | 7.8
CCc1cc(CN(C)Cc2cccc(OC)c2O)on1 | -31.3
CCCCN(C)C(=O)c1sc(=O)n(CC(=O)c2ccc(F)cc2)c1C | -2.9
CCN(CC(=O)NCc1cccnc1)Cc1cccc2c1OCCO2 | 0.3
NC(=O)C1CCCN(c2ncnc3sc4c(c23)CCCCC4)C1 (centres undefined) | -4.5

A portion of the library; count on the stated rates, not on these rows.
